High-throughput results: PubChem BioAssay, several laboratories
MBD2 DNA inh: inhibitors of human MBD2 binding to methylated oligonucleotide; TR-FRET; AID 686964; inhibition, % at 4.4 µM; 0.31% of 370,000 active; Q9UBB5; in the data active = inhibition above about 13%
Target sequence (Q9UBB5 whole entry, looked up): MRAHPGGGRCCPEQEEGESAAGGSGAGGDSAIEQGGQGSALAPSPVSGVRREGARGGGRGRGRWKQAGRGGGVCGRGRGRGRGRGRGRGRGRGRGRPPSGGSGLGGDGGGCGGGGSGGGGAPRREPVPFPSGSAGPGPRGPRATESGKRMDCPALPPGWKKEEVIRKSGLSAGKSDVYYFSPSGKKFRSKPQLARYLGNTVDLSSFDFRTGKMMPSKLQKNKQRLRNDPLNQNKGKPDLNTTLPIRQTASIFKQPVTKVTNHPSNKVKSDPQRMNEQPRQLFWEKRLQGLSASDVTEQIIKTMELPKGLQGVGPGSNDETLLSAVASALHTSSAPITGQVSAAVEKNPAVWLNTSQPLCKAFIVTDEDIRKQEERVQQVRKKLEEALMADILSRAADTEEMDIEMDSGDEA
ABHD4 inh: ABHD4 (mouse) inhibition, primary FP screen | inhibition, % at 8.92 µM | Q8VD66 | AID 720543 | purified mABHD4, FP-Rh probe fluorescence polarization | 0.54% of 370,000 active;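 active = inhibition exceeding the mean over every tested compound plus 3 SD, cut at about 30% in these data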;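 note: 0% = plate median of compound wells and 100% = S159A mutant with DMSO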
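Material: mouse ABHD4 enzyme, wild type; Benchmarks: S159A mutant high control, sample median low control; Buffer or medium: HEPES pH 7.0, NaCl, Pluronic buffer; Signal: fluorescence polarization; Read-out: percent inhibition of probe binding, normalized to plate controls; Timing: pre-incubation 45 min, probe exposure 60 min, at 25 °C; Dosing: 8.92 µM, single dose.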
TDP2 absorb: blocks human TDP2 phosphodiesterase activity; O95551; recombinant TDP2, T5PNP hydrolysis, p-nitrophenol absorbance 415 nm; inhibition, % at 12.8 µM; 0.34% of 370,000 active; AID 720702;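 active = inhibition above the mean of all tested compounds plus 3 SD, set per campaign, cut at about 25% in these data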;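 note: 0% = DMSO with enzyme and 100% = buffer with substrate but no TDP2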
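Test system: human TDP2 enzyme; Input: 120 nM TDP2 per well; Buffer or medium: Mg2+-containing Tris-HCl buffer, pH 7.5; Reagent: 5 mM T5PNP; Dosing: 12.8 µM single point, 1% DMSO; Incubation: reaction 2 h, 37 °C; Detection: p-Nitrophenol epi absorbance; Read-out: % inhibition relative to enzyme-containing and enzyme-free wells; Replicates: single well per compound.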
rCAG RNA binder: r(CAG) repeat RNA binding | TO-PRO-1 dye displacement fluorescence | inhibition, % at 3 µM | 1.3% of 370,000 active;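 active = inhibition above the plate cutoff, the mean of all test compounds on that plate plus 3 SD, cut at about 35% in these data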;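 note: 0% = DMSO alone and 100% = 100 µM mitoxantrone as full dye displacement; higher means more dye released from RNA so lower well fluorescence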
LEDGF integ inh: blocks HIV-1 LEDGF/p75-dependent DNA integration. TR-FRET IN-LEDGF/p75 DNA integration, Eu/Cy5. inhibition, % at 3.7 µM. 0.64% of 370,000 active;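 active = inhibition above the screen-wide mean plus 3 SD, cut at about 13% in these data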;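 note: signal is the Cy5 over europium emission ratio at 671 and 618 nm; 0% = plate median of compound wells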
NPR2 activator: GC-B (human) receptor activation. P20594. HEK293-GC-B cells, CNP EC30, cGMP TR-FRET; 0% at EC30 CNP, 100% saturating CNP. activation, % at 10 µM. 0.11% of 370,000 active;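 active = activation at 10 µM reaching about 35% in either raw or pattern-adjusted values, limit read from the data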
HTRA1 inh: HTRA1 (human) protease inhibition; Q92743; recombinant HTRA1, FP-rhodamine activity-based probe, fluorescence polarization; inhibition, % at 5.96 µM; 0.5% of 340,000 active; in the data active = inhibition above about 36%;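 note: 0% = enzyme with DMSO and 100% = wells lacking enzyme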
TCR-CD3 inh: human TCR-CD3 binding inhibition | TAMRA-labeled TCR probe fluorescence, biochemical | inhibition, % at 9.4 µM | 0.37% of 360,000 active | AID 651800; in the data active = inhibition above about 19%;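 note: recombinant mutant TCR 2C K166C tagged with TAMRA read by polarization; 0% = receptor in buffer alone and 100% = receptor with positive control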
SIAE primary: blocks human sialic acid acetylesterase | Q9HAT2 | SIAE FP-Rh probe binding, fluorescence polarization | inhibition, % at 9.66 µM | 0.69% of 370,000 active | AID 1053197;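 active = inhibition above a cutoff: mean of compounds within the control limits plus 3 SD of those, cut at about 17% in these data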;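 note: 0% = plate median of compound wells and 100% = probe without SIAE protein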
Target sequence (Q9HAT2 whole entry, looked up): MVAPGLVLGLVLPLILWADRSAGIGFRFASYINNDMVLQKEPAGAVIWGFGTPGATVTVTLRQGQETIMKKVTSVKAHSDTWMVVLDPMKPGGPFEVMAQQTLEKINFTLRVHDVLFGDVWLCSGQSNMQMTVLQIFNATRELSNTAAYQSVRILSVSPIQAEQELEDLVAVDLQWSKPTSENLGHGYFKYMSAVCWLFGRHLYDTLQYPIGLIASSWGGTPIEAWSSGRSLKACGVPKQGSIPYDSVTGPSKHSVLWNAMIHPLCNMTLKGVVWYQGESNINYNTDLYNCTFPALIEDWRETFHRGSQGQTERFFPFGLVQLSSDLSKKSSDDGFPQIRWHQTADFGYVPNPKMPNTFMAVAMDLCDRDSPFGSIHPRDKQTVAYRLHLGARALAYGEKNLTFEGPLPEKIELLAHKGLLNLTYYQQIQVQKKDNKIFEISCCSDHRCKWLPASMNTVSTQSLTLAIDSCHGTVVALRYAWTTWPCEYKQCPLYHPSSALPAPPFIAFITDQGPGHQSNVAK
PRMT1 inh: blocks human protein arginine methyltransferase 1; Q99873; recombinant PRMT1, activity-based probe fluorescence polarization; inhibition, % at 2.79 µM; 1.3% of 370,000 active;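 active = inhibition above about 21% made by adding two undisclosed values, limit read from the data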
An asterisk follows results filed as active; i = inactive; . = not tested or not shown. The list is partial. The share of hits here may be higher or lower than overall.

Preview:
SMILES	MBD2 DNA inh	ABHD4 inh	TDP2 absorb	rCAG RNA binder	LEDGF integ inh	NPR2 activator	HTRA1 inh	TCR-CD3 inh	SIAE primary	PRMT1 inh
Cc1ccc2c(c1)C1CN(C)CCC1N2C(=O)c1cn(-c2ccccc2)nc1-c1ccccc1 (stereo not drawn)	3	12	-12	-5	2	-5	-23	-1	1	-4
Cc1ccc2c(c1)C1CN(C)CCC1N2C(=O)Cc1cccs1 (stereo not drawn)	3	4	-1	-6	0	5	5	-3	0	-1
N#CCP(=S)(c1ccccc1)c1ccccc1	-6	-4	1	1	2	1	-3	5	-1	-1
COc1cccc(NP(=O)(Oc2ccccc2)Oc2ccccc2)c1	1	-14	-14	-3	1	-13	-25	3	-5	0

The list itself, from the first entry:
SMILES	MBD2 DNA inh	ABHD4 inh	TDP2 absorb	rCAG RNA binder	LEDGF integ inh	NPR2 activator	HTRA1 inh	TCR-CD3 inh	SIAE primary	PRMT1 inh
Cc1ccc2c(c1)C1CN(C)CCC1N2C(=O)c1cn(-c2ccccc2)nc1-c1ccccc1 (stereo not drawn)	3	12	-12	-5	2	-5	-23	-1	1	-4
Cc1ccc2c(c1)C1CN(C)CCC1N2C(=O)Cc1cccs1 (stereo not drawn)	3	4	-1	-6	0	5	5	-3	0	-1
N#CCP(=S)(c1ccccc1)c1ccccc1	-6	-4	1	1	2	1	-3	5	-1	-1
COc1cccc(NP(=O)(Oc2ccccc2)Oc2ccccc2)c1	1	-14	-14	-3	1	-13	-25	3	-5	0
COc1cccc(CCNCc2ccc(SC)cc2)c1	-3	8	4	1	-2	-2	1	9	9	0
CN1CCC(N(C)c2ncnc3ccc(Br)cc23)CC1	2	-1	-17	1	2	1	2	12	-2	1
CCOC(=O)c1c(N)n(Cc2ccco2)c2nc3ccccc3nc12	-5	-2	4	1	2	1	0	5	-3	1
CCOc1ccc2oc(C(=O)NN3C(C)CCCC3C)c(C)c2c1 (stereo not drawn)	4	-4	2	-5	2	13	-1	6	4	-4
COc1cc(C(c2c(O)c3ccccc3oc2=O)c2c(C)n(C)n(-c3ccccc3)c2=O)ccc1O (stereo not drawn)	1	9	7	2	0	2	-1	-2	1	4
C[C@@H]1CN([C@H](C)CO)C(=O)CCCn2nncc2CO[C@H]1CN(C)C(=O)Oc1cccc2ccccc12	2	4	-9	4	3	4	-4	-1	-5	-1
O=C1NC(=O)C(CCc2ccncc2)(CCc2ccncc2)C(=O)N1Cc1ccccc1	1	3	6	-7	5	-4	-5	4	-3	-4
CCn1c(=O)cc(SCC(=O)N2CCC3(CC2)OCCO3)c2ccccc21	4	0	-6	1	2	2	-3	5	-2	1
Cc1ccc(CN2C(=O)CN=C(c3ccccc3)c3ccccc32)cc1	-5	-3	-4	-10	-4	-21	-7	2	9	-3
O=C(c1cc(C(=O)NCc2ccccc2)c(=O)n(Cc2ccccc2)c1)c1cc(Br)ccc1O	-3	3	8	8	0	4	-46	1	-50	-3
CC(C)C(=O)N1CCN(CCN=Cc2c(O)n(C)c(=O)n(C)c2=O)CC1	4	4	-9	3	2	0	0	-7	-3	16
CCN1CCN(c2ccc([N+](=O)[O-])cc2C#N)CC1	-3	6	-4	0	-3	3	-3	2	-7	4
O=C(C1CCCCC1)N1Cc2ccccc2-n2nncc2C1	0	3	5	0	1	-4	6	-2	2	2
O=C(c1ccc2c3c(cccc13)CC2)C1CCCN(Cc2ncc[nH]2)C1 (stereo not drawn)	3	0	-3	-3	2	1	-3	-1	13	0
COC(=O)C1=C(c2ccccc2OCc2ccccc2)C[C@@H]2CC[C@H]1N2C(=O)NCc1ccc(F)cc1	5	-6	-2	4	1	-3	-34	-4	5	-1
COC(=O)C1C2c3ccccc3C(c3ccccc32)C1(C)C(=O)OC (stereo not drawn)	-1	-8	-12	2	-3	-7	1	-4	-2	4
Cc1cc(C=C2C(=O)NC(=O)NC2=O)c(C)n1-c1cccnc1	1	5	16	-1	-3	-9	-1	2	7	5
Cc1nn(C2CCOC(C)(C)C2)c2c1C(c1ccc3c(c1)OCO3)SCC(=O)N2 (stereo not drawn)	-4	1	6	2	-7	-9	1	9	2	5
Cc1ccc2nc(-c3ccncc3)cc(C(=O)N3CCC4(CC3)OCCO4)c2c1	5	2	-9	-6	-5	4	0	-2	-4	2
O=C(c1cc2cc(F)ccc2[nH]1)N1CCC2(CC1)OCCO2	3	-13	-16	3	-2	10	-5	-6	-7	7
COC12C(COC(N)=O)C3=C(C(=O)C(C)=C(N)C3=O)N1CC1C2N1C (stereo not drawn)	-18	10	3	9	12	5	3	13	8	2
CC12CCC3C(CCC4CC(=O)OCC43C)C1CCC2O (stereo not drawn)	2	-7	-12	1	2	-2	3	-11	2	-3
O=C(O)CCn1cc(C=C2C(=O)NC(=S)NC2=O)c(-c2ccccc2)n1	-6	6	13	-1	-3	7	-1	-4	16	5
COC(=O)C1=C(c2ccc(Cl)c(C(F)(F)F)c2)C[C@@H]2CC[C@H]1N2C(=O)NCC1CC1	1	-6	-4	-9	0	-3	-5	7	-1	-1
COc1ccc(C(C)=O)cc1CC(C(=O)c1ccc(Br)cc1)N(C)C (stereo not drawn)	-1	3	7	-4	-1	-16	-11	6	-3	-3
O=C1NCN(c2ccccc2)C12CCN(C(c1ccnc3ccccc13)c1nnnn1C1CCCC1)CC2 (stereo not drawn)	-6	-3	-11	6	3	-3	.	-9	1	1
CC(C)(C)c1ccc(CN2C(=O)CN=C(c3ccccc3)c3ccccc32)cc1	2	-7	-4	-3	-2	-8	-35	1	-3	-1
COc1ccccc1-n1c(Cc2ccccc2)nc2ccccc2c1=O	-3	-4	4	-5	5	-11	-5	2	-2	-2
S=P(N1CCCCCC1)(N1CC1)N1CC1	1	0	2	1	-4	7	3	3	12	30*
CCOc1ccccc1-n1c(O)c(C=NCCCn2ccnc2)c(=O)[nH]c1=O	1	4	2	1	2	0	-2	-3	-5	0
O=C(CCNC(=O)N1C[C@H]2C[C@@H](C1)c1cccc(=O)n1C2)Nc1cccc(Cl)c1	1	-2	2	-4	-1	9	-2	4	-5	-3
CCc1ccc(OCC(=O)N2CCN(Cc3ccc4c(c3)OCO4)CC2)cc1	0	2	-2	-9	2	0	4	1	1	2
CCCC/C(=N\O)c1c[nH]c2ccccc12	-4	5	0	-1	-4	-5	-4	1	4	2
C=CCN1C(=O)NC(=O)/C(=C/c2ccc(OC)c(COc3ccc(NC(C)=O)cc3)c2)C1=O	0	2	-2	4	5	-1	-1	4	3	2
NC(=O)c1ccc(C(=O)Nc2ccc([As](=O)(O)O)cc2)cc1	5	6	0	0	-2	-1	.	2	2	-1
O=C(O)CCn1cc(C=C2C(=O)NC(=O)NC2=O)c(-c2cc3ccccc3oc2=O)n1	-2	1	-3	7	-5	2	0	-4	-2	19
Cc1cc(N=Nc2ccccc2C)ccc1N	-3	4	-10	4	0	-11	12	-1	32*	-3
CC(C)(C)C(=O)N1Cc2cc(N3CCOCC3)ccc2-n2nncc2C1	-5	2	2	0	-3	-9	.	-1	1	7
CN1CCN(/N=C/c2c(O)n(Cc3ccc(F)cc3)c(=O)[nH]c2=O)CC1	3	-12	22	-4	1	-2	3	-1	3	-1
OCCN1C2CCC1CC(O)(c1ccc(F)cc1)C2 (stereo not drawn)	-3	-6	7	-1	-1	0	0	0	-1	1
O=c1[nH]c2ccccc2o1	0	1	2	-1	4	9	-4	3	-5	-1
COc1cc(OC)c(OC)cc1CNCCc1ccc(F)cc1	1	16	5	-2	0	-8	3	2	1	1
COc1ccc(N2C(=O)NC(=O)/C(=C/c3cccc(OC(=O)c4cccs4)c3)C2=O)cc1Cl	-5	0	0	31	1	-8	.	1	-27	5
O=C(Cc1ccccc1)OCn1nnc2ccccc2c1=O	-4	2	-2	-4	-1	-2	1	5	4	0
CN1CCN(c2cc(N3CCNCC3)ccc2[N+](=O)[O-])CC1	1	-2	-15	3	-7	4	-1	-11	-2	1
CCCc1nnc(NC(=O)CCC(=O)N2CCN(CCOC(c3ccccc3)c3ccccc3)CC2)s1	-2	0	-5	1	1	-6	-1	1	1	2
(listing goes on)
SMILES	MBD2 DNA inh	ABHD4 inh	TDP2 absorb	rCAG RNA binder	LEDGF integ inh	NPR2 activator	HTRA1 inh	TCR-CD3 inh	SIAE primary	PRMT1 inh
Cn1c(O)c(C=Nc2ccccc2-c2ccccc2)c(=O)n(C)c1=O	0	2	3	-1	0	-4	-1	-9	3	-6
Cc1nn(C)c(C)c1/C=C1/CC2C3CC=C4CC(O)CCC4(C)C3CCC2(C)C1=O (stereo not drawn)	5	3	2	-5	0	3	-14	1	8	-2
CCOC(=O)C1(CCc2ccccc2)CCN(C(C)CSC)CC1 (stereo not drawn)	-3	0	-15	-8	2	-5	4	4	2	-6
CCOc1ccc(Cl)cc1CNCCc1ccc(F)cc1	4	4	0	5	-6	-15	-1	-2	0	2
C=CCCC(NC(=O)OCc1ccccc1)P(=O)(Oc1ccccc1)Oc1ccccc1 (stereo not drawn)	4	-8	2	.	-2	-15	.	.	-2	3
CCOc1ccc(NC2=NCCCS2)cc1	6	6	8	-5	0	1	5	2	-1	0
COC(=O)[C@@]1(O)c2c(oc3cccc(O)c3c2=O)C=C[C@H]1O	3	0	0	2	1	-3	.	.	-2	5
COC(=O)C1=C(c2cc3ccccc3s2)C[C@@H]2CC[C@H]1N2C(=O)N1CCC(C)CC1	4	-7	-11	-1	-3	-1	-36	2	-10	1
NP(=O)(Oc1ccccc1)Oc1ccccc1	-6	2	0	0	-3	-2	6	-9	5	6
N/C(=N\[N+](=O)[O-])N/N=C/c1ccc(O)cc1	-2	7	-9	-1	4	-5	3	0	4	-3
O=P(Oc1ccccc1)(Oc1ccccc1)C(O)c1ccccc1 (stereo not drawn)	-3	14	5	-3	1	-4	-3	9	1	0
Cc1cccc([N+](=O)[O-])c1	5	-2	-2	2	i	-4	2	8	-6	-9
Cc1cc(OCC(=O)OC(C)C)c2c3c(c(=O)oc2c1)CCCC3	3	2	4	1	0	3	-5	2	-5	-2
CC1CC(C)CC(C)C(O)C(C#N)=CC=CCC(C2CCCC2C(=O)O)OC(=O)CC(O)C(C)C1 (stereo not drawn)	4	16	-4	20	0	1	-2	-5	14	4
CCOC(=O)C1=C(C)OC(N)=C(C(=O)OCC)C12C(=O)Nc1ccc(Br)cc12 (stereo not drawn)	1	4	-1	-11	-1	-15	0	2	-7	-3
CC(C)N1CCN(Cc2cccc3c2OCO3)CC1CCO (stereo not drawn)	-2	-1	-4	1	2	6	-5	-8	-1	-3
O=P(OCC(F)(F)C(F)F)(N1CCOCC1)N1CCOCC1	2	9	7	-3	0	2	3	-5	4	2
COc1ccc(-n2c(/C=C3\C(=O)Nc4ccccc43)nc3ccccc3c2=O)cc1	1	0	-2	-1	4	-5	7	9	-3	-2
CCOC(=O)c1c(NC(NC(=O)CF)C(Cl)(Cl)Cl)sc2c1CCCC2 (stereo not drawn)	-4	-8	-3	5	-2	-7	-21	-1	7	5
Cc1cccc(-n2c(C)nc3ccccc3c2=O)c1C	-4	-1	2	-3	7	2	-6	5	-6	-3
